High-throughput results: PubChem BioAssay, National Center for Advancing Translational Sciences (NCATS)
PI5P4Ka inh: blocks human PI5P4K alpha kinase activity; AID 652105; 1.2% of 330,000 active; PI5P4Kalpha enzyme, ADP-Glo luminescence, 60 min; hits give low values; P48426; max response, %; active = max response of -50% or lower; inconclusive = between -30% and -50%; inactive = -30% or higher; also: value at the top dose of about 77 µM; % is scaled to controls: 0 for no effect and ±100 for the full control effect
Target sequence (P48426 whole entry, looked up): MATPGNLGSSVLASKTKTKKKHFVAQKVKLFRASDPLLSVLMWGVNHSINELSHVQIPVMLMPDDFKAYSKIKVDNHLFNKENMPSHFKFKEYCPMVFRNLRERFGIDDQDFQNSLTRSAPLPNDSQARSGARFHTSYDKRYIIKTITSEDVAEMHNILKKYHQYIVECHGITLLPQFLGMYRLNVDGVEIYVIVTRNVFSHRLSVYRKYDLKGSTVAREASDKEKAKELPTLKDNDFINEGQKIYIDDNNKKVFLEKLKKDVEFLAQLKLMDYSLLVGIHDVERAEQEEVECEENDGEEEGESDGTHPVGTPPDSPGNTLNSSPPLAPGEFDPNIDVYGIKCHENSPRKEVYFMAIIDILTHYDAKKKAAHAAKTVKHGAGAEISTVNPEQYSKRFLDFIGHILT
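Single end-point luminescence (ADP-Glo) quantified ADP from PI5P4Kalpha turnover; ATP 5 microM final, 1 h at RT, 0.1% CHAPS and 0.28 mM EGTA in HEPES pH 7.4.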
EPAC1 antagonist: blocks human EPAC1 exchange factor; EPAC1 GEF assay, Rap1b-BODIPY-GDP exchange fluorescence; Potency, µM (highest dose often 115 µM), without a hit: at the highest dose activity change, negative = inhibition, usual class: inhibitors; 0.14% of 360,000 active; AID 720709;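 also: potency is read from the fitted curve at half-maximal effect; plate controls were vehicle for no effect and positive control for full effect; nearly all actives have a fitted effect of over 50% in size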
Abeta yeast res: A-beta toxicity reversal in yeast; yeast expressing A-beta42, growth rescue, OD600, 48 h; response scale: 0% DMSO, 100% iron-clioquinol control; Potency, µM (series often up to 46.1 µM), without a hit: at the highest dose growth rescue, hits mostly activators; 0.063% of 410,000 active; AID 1347071; also: potency is read from the fitted curve at half-maximal effect; nearly all actives have a fitted effect of over 55% in size
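Yeast growth medium received pinned compounds, then yeast cells expressing toxic A-beta were added; plates incubated at 30 C for 48 hr. Growth read as absorbance at 600 nm, normalized to DMSO and equimolar FeCl3 plus clioquinol controls.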
EPAC1 agonist: agonists of human EPAC1; O95398; EPAC1 agonist qHTS, biochemical assay; response scale: 100% = response to 6.5 mM cAMP; Potency, µM (highest dose often 154 µM), for inactives: at the top dose activation, usual class: activators; 0.073% of 360,000 active; AID 720707; also: potency is read from the fitted curve at half-maximal effect; nearly all actives have a fitted effect of over 60% in size
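Fluorescent GDP-exchange assay: 100 nM EPAC1 with 250 nM Rap1B preloaded with BODIPY-GDP and 50 uM GDP; compounds tested as concentration series, 5 min at room temperature, then read every 5 min for 30 min (ex 480/em 540 nm); normalized to 6.5 mM cAMP.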
FUS yeast rescue: suppressors of FUS proteinopathy in yeast. AID 1347120. 0.24% of 390,000 active. S. cerevisiae FUS-expressing, growth rescue, OD600, 24 h. Potency, µM (highest dose often 76.6 µM), inactives show top-dose growth rescue (activation), usual class: activators;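 also: potency is read from the fitted curve at half-maximal effect; plate controls were DMSO vehicle for no effect and reference control for full effect; nearly all actives have a fitted effect of over 55% in size; some results filed as inactive show a strong effect at the top dose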
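Yeast expressing FUS under galactose induction, OD 0.005 in 2% galactose medium; compounds in a dilution series, 24 h at 30C. Growth rescue by absorbance at 600 nm; CP55940 positive control, DMSO negative.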
PLK1 PBD inh: blocks phosphopeptide binding to human PLK1 polo-box domain. P53350. 2.8% of 360,000 active. Potency, µM, for the others: max response, negative = inhibition, hits mostly inhibitors. Plk1 PBD binding of FITC phosphopeptide, fluorescence polarization; also: potency is read from the fitted curve at half-maximal effect; series mostly up to about 57 µM; % is scaled to controls: 0 for no effect and ±100 for the full control effect; nearly all actives have a fitted effect of over 65% in size
Target sequence (P53350 whole entry, looked up, the tested form may be a part): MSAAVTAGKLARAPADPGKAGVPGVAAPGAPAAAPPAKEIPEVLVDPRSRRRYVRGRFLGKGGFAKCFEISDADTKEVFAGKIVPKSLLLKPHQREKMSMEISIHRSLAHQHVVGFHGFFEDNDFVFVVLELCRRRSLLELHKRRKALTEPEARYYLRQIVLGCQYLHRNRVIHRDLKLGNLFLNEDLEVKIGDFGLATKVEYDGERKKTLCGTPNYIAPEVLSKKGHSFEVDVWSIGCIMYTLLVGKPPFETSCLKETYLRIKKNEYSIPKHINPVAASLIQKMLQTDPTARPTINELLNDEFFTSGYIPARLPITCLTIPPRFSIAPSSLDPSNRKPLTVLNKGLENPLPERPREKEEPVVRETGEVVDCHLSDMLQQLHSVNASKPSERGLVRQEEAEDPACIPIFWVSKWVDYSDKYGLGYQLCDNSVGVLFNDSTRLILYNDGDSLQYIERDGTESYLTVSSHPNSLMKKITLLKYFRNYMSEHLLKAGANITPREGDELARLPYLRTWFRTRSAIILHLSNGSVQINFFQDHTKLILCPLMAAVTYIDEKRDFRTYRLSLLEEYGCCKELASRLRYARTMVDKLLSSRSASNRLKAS
WRN helicase inh: blocks human WRN helicase | Potency, µM (titrated, usually from 114 µM), for inactives: at the top dose activity change, negative = inhibition, hits mostly inhibitors | AID 651768 | WRN helicase unwinding, fluorescent forked duplex, kinetic | 0.46% of 360,000 active; also: potency is read from the fitted curve at half-maximal effect; % is scaled to controls: 0 for no effect and ±100 for the full control effect; nearly all actives have a fitted effect of over 55% in size
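WRN at 20 nM final was preincubated with compound for 15 min at room temperature; reaction started with 100 nM forked duplex oligonucleotide carrying fluorophore and quencher plus 2 mM ATP (final). Unwinding followed kinetically by red fluorescence (ex 525/em 598 nm).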
IL-2 act: activates IL-2 in a cell-based reporter assay; IL-2 activation reporter assay, cell-based qHTS; stimulated with anti-CD3/CD4/CD28 beads; in transgenic mouse T cells; activation, % (series mostly up to about 46 µM); 0.065% of 360,000 active; AID 652025; in the data active = activation above about 50%; inconclusive = mostly about 30% to 49%; also: 0% is about no effect
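First, unstimulated transgenic mouse T cells were exposed to compound for 60 min. Next, anti-CD3/anti-CD4-coated beads with anti-CD28 were added. Finally, after 18 h at 37 degrees C, EGFP and DsRed were imaged.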
* hit, by the source's call; ? = inconclusive; . = not tested or not shown; [ ] = remark or other dose. Unless noted, calls follow the shape of the dose curve; as a rule, active = well fitted curve in the direction sought with a large enough effect; inconclusive = small, poorly fitted or top-dose-only effect, or another doubt; inactive = no such curve, though single readings can be large; an effect the other way counts as inactive or inconclusive.

Value order – PI5P4Ka inh | EPAC1 antagonist | Abeta yeast res | EPAC1 agonist | FUS yeast rescue | PLK1 PBD inh | WRN helicase inh | IL-2 act
- COCCNC(=S)NCCc1ccc(Cl)cc1Cl
  -5 | 3% | ? | -5% | -23% | -17% | 9% | 1.0
- Cc1nc(-c2ccc(F)cc2)c(CC(=O)N(C)CC(=O)Nc2ccc(Cl)c(C(F)(F)F)c2)s1
  20 | -15% | 1% | -8% | -10% | -7% | -10% | -0.7
- CCCn1nnc(NC(=O)c2cc(Br)cc(Br)c2OC)n1
  . | 5% | -17% | -4% | 7% | -1% | -18% | 1.2
- CCCn1c(N2CCN(CC(=O)c3c(C)n(C)c4ccccc34)CC2)nc2c1c(=O)[nH]c(=O)n2C
  -6 | -23% | 11% | 8% | -9% | -14% | -4% | 3.1
- CC(C)c1ccc(C(=O)OCC(=O)Nc2cccc(S(=O)(=O)NC3=NCCC3)c2)cc1
  4 | -20% | -4% | -3% | ? | 2% | 5% | -1.6
- Cc1cc(C(=O)COC(=O)c2ccc(CO)cc2)c(C)n1CC1COc2ccccc2O1 (stereo not given)
  -3 | -4% | 9% | 3% | ? | 11% | -1% | 2.7
- c1ccc(OCc2nc3ccccc3s2)cc1
  . | -4% | -8% | 10% | 9% | -7% | 5% | -1.7
- Cc1cccc(C)c1NC(=O)C1(C)CN(S(C)(=O)=O)CC(=O)N1CCCn1ccnc1 (stereo not given)
  0 | -3% | -7% | 1% | -6% | 1% | 4% | 2.1
- Cc1ccc(S(=O)(=O)NNC(=O)Nc2ccccc2F)c(C)c1
  -3 | 5% | 18% | 2% | 30% | -6% | -3% | -2.8
- O=C(COC(=O)c1ccc(O)cc1)NCCCc1ccccc1
  -1 | 8% | -23% | -1% | 13% | -7% | -3% | -4.4

Some of these compounds in order of formula weight, lowest first.
Value order – PI5P4Ka inh | EPAC1 antagonist | Abeta yeast res | EPAC1 agonist | FUS yeast rescue | PLK1 PBD inh | WRN helicase inh | IL-2 act
- COCCNC(=S)NCCc1ccc(Cl)cc1Cl
  -5 | 3% | ? | -5% | -23% | -17% | 9% | 1.0
- Cc1ccc(S(=O)(=O)NNC(=O)Nc2ccccc2F)c(C)c1
  -3 | 5% | 18% | 2% | 30% | -6% | -3% | -2.8
- CCCn1nnc(NC(=O)c2cc(Br)cc(Br)c2OC)n1
  . | 5% | -17% | -4% | 7% | -1% | -18% | 1.2
- CC(C)c1ccc(C(=O)OCC(=O)Nc2cccc(S(=O)(=O)NC3=NCCC3)c2)cc1
  4 | -20% | -4% | -3% | ? | 2% | 5% | -1.6
- Cc1cccc(C)c1NC(=O)C1(C)CN(S(C)(=O)=O)CC(=O)N1CCCn1ccnc1 (stereo not given)
  0 | -3% | -7% | 1% | -6% | 1% | 4% | 2.1
- Cc1nc(-c2ccc(F)cc2)c(CC(=O)N(C)CC(=O)Nc2ccc(Cl)c(C(F)(F)F)c2)s1
  20 | -15% | 1% | -8% | -10% | -7% | -10% | -0.7

Going on with the list.
Value order – PI5P4Ka inh | EPAC1 antagonist | Abeta yeast res | EPAC1 agonist | FUS yeast rescue | PLK1 PBD inh | WRN helicase inh | IL-2 act
- CCC(C(=O)Nc1ccsc1C(=O)OC)c1ccccc1 (stereo not given)
  5 | -20% | -18% | -6% | 4% | 3% | -3% | -1.3
- CC(C)CN(C(=O)C1CCCC1)C1CCS(=O)(=O)C1 (stereo not given)
  0 | -21% | 1% | -13% | 4% | -22% | -29% | -0.3
- CCCCN(C(=O)C(C)Oc1cccc(Cl)c1)c1c(N)n(CCC)c(=O)[nH]c1=O (stereo not given)
  -2 | 3% | 4% | -10% | 7% | -2% | -5% | 0.5
- O=Cc1ccc(N2CCCC2)c([N+](=O)[O-])c1
  -2 | 0% | -17% | -6% | 0% | 0% | -2% | -1.2
- O=C(NCC1CC1)Nc1cccc(Cl)c1
  -1 | -16% | -3% | -1% | 34% | -4% | -3%[57.1 µM] | -2.1
- O=C1c2ccccc2C(=O)N1CCc1ccccn1
  . | 0% | -10% | 5% | 27% | -7% | 1% | -1.4
- O=C(N/N=C/C(Cl)=C\c1ccccc1)c1cnccn1
  4 | 3% | -9% | 1% | 27% | -1% | -19%[57.1 µM] | -2.3
- CC(NC(=O)CN(C)Cc1nc2ccccc2c(=O)[nH]1)c1ccccc1 (stereo not given)
  -7 | -7% | 8% | -3% | -4% | 2% | 0% | 0.1
- CC(C)(C)n1nnnc1C(c1ccccc1)N1CCN(c2ncccn2)CC1 (stereo not given)
  -1 | -9% | 0% | 6% | -2% | -5% | 4% | 2.2
- COc1ccc(S(=O)(=O)N2CCN(C(=O)c3oc4ccccc4c3C)CC2)cc1
  -8 | 5% | 4% | 12% | ? | -6% | -34% | -2.2
- COC(=O)COc1cccc(NC(=O)c2cc(OC)cc(OC)c2)c1
  -7 | 10% | 3% | 0% | 7% | -2% | 0% | 1.0
- O=C(O)CCCn1c(=O)[nH]c2ccccc2c1=O
  . | -2% | 5% | 2% | 28% | -3% | 4% | 1.7
- O=C1C(=O)N(CCN2CCOCC2)C(c2ccccn2)/C1=C(/O)c1ccc(Cl)cc1 (stereo not given)
  -10 | 5% | -6% | 5% | 9% | ? | -16% | 0.4
- O=C1C2CCCCN2C(=O)N1CCCCN1CCN(c2cccc(Br)c2)CC1 (stereo not given)
  -2 | -4% | 10% | 6% | 21% | 7% | 1% | 0.0
- c1ccc(-c2ccc3cnccc3n2)cc1
  -5 | 13% | -13% | -14% | -24% | 2% | 5% | -0.8
- COc1ccc(OCC(=O)Nc2ccc3c(c2)nc(CCN2CCN(C)CC2)n3C)cc1
  -19 | 5% | -2% | -3% | -14% | 24µM* | 1% | -4.2
- O=C(Nc1ccccc1N1CCCC1)c1ccccc1F
  -6 | 2% | -22% | 2% | 1% | 0% | 10% | -1.3
- Cc1ccc(C(C)(C)C)cc1S(=O)(=O)NC(=O)c1ccccc1
  0 | -26% | -14% | 6% | 2% | -21% | 1% | -0.8
- COc1ccccc1N/C=C/c1onc(C)c1[N+](=O)[O-]
  0 | -14% | -9% | -5% | -16% | -8% | 4% | 4.7
- Nc1nnc(SCc2ccc(F)cc2Cl)s1
  . | 0% | 5% | -3% | -1% | -1% | 3% | -2.0
- CCCCn1c(SCC(=O)N2CCN(c3ccccc3)CC2)nc2ccsc2c1=O
  . | -10% | -35% | -32%[inhibitor] | 45% | -3% | -21% | -0.7
- CCCS(=O)(=O)NC(=O)C1(C)CCN(C(=O)c2cc(C)oc2C)C1 (stereo not given)
  0 | -1% | 3% | -1% | -11% | -6% | 2% | 0.2
- COc1ccccc1NC(=O)N1CCN(C(=O)c2ccco2)CC1
  2 | -16% | -7% | -11% | 1% | -3% | 1% | 1.4
- O=C(CCCOc1ccccc1)N1CCN(C(=O)c2ccco2)CC1
  . | -2% | 10% | 8% | 12% | -3% | 10% | -0.5
- CC(=O)c1cn(CC(=O)Nc2ccc(C)cc2C)c2ccccc12
  8 | -2% | 3% | 0% | 8% | -9% | 2% | -0.1
- O=C(NCCc1ccccc1)C1CCN(S(=O)(=O)c2cccc3nonc23)CC1
  0 | -2% | 1% | 9% | -4% | -7% | -22% | 0.4
- COc1ccc(C(CNS(=O)(=O)c2ccccc2)N2CCN(C)CC2)cc1 (stereo not given)
  0 | 9% | 0% | 0% | 8% | -1% | 6% | -0.9
- Cc1c(NC(=O)CSc2nnc(N)s2)c(=O)n(-c2ccccc2)n1C
  8 | 1% | -7% | 0% | . | -3% | -6% | 0.3
- CC(=O)Nc1ccc(NC(=O)c2ccc(S(=O)(=O)N3CCCCCC3)cc2)cc1
  -3 | -6% | 0% | 3% | -23% | 2% | 10% | -0.6
- O=C(NCc1ccc(F)cc1)c1cccc2c1C(=O)c1ccc(N3CCC(Cc4ccccc4)CC3)cc1S2(=O)=O
  -2 | ? | -7% | -135%[inhibitor] | ? | ? | -6% | ?
- Cc1ccc(O)c(N=Nc2ccc(S(=O)(=O)N3CCOCC3)cc2)c1
  -8 | -1% | -7% | -7% | 4% | -6% | -5% | 1.5
- CC1CCN(C(=S)Nc2ccc(SC(F)F)cc2)CC1
  -4 | -23% | 27% | -4% | 8% | -13% | 8% | -5.4
- COc1ccc(S(=O)(=O)N2CCN(C(=O)c3sccc3-c3ccccc3)CC2)cc1
  -2 | 5% | ? | -2% | 17% | 1% | -2% | -4.8
- Cc1ccc(S(=O)(=O)N2CCC[C@H]2C(=O)NC2=NCCS2)cc1
  -4 | 5% | 4% | 10% | 5% | 0% | -13% | 0.5
- O=C(N1CCCCC1)C1(c2ccccc2)CCOCC1
  1 | -3% | -3% | 2% | -1% | -12% | 14% | 0.1
- Oc1ccc(CN2CCCc3ccccc32)c2cccnc12
  -21 | 6% | ? | -8% | . | ? | -21% | -6.4
- COc1cc(OC)cc(C(=O)N[C@H](C(=O)NCCc2ccc(S(N)(=O)=O)cc2)C(C)C)c1
  -6 | 9% | -3% | 7% | 0% | -7% | -1% | 3.0
- O=S(=O)(Nc1ccccc1N1CCCCC1)c1ccccc1
  9 | -25% | 11% | 11% | 4% | -14% | 1% | -0.9

Record cards, as listed above. Values in the order: PI5P4Ka inh | EPAC1 antagonist | Abeta yeast res | EPAC1 agonist | FUS yeast rescue | PLK1 PBD inh | WRN helicase inh | IL-2 act
COc1cc(OC)cc(C(=O)N[C@H](C(=O)NCCc2ccc(S(N)(=O)=O)cc2)C(C)C)c1 across the screens: -6 | 9% | -3% | 7% | 0% | -7% | -1% | 3.0
Cc1ccc(O)c(N=Nc2ccc(S(=O)(=O)N3CCOCC3)cc2)c1 across the screens: -8 | -1% | -7% | -7% | 4% | -6% | -5% | 1.5
Cc1ccc(S(=O)(=O)N2CCC[C@H]2C(=O)NC2=NCCS2)cc1 across the screens: -4 | 5% | 4% | 10% | 5% | 0% | -13% | 0.5
Oc1ccc(CN2CCCc3ccccc32)c2cccnc12 across the screens: -21 | 6% | ? | -8% | . | ? | -21% | -6.4
COc1ccc(S(=O)(=O)N2CCN(C(=O)c3sccc3-c3ccccc3)CC2)cc1 across the screens: -2 | 5% | ? | -2% | 17% | 1% | -2% | -4.8
